# Assay outcomes deposited in PubChem by several laboratories.
# ADAM17 inh = inhibitors of human ADAM17. AID 720648. recombinant ADAM17, EDANS/DABCYL FRET peptide cleavage. P78536. inhibition, % at 6.95 µM. 370,000 compounds, 0.83% hits;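 active = inhibition above the mean of compounds lying between control limits plus 3 SD, set per campaign, cut at about 8.5% in these data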;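 also: 0% = DMSO-only wells as the low control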
# PLC-gamma1 inh = PLC-gamma1 (human) inhibition, primary screen | purified PLC-gamma1, fluorogenic substrate, fluorescence | 370,000 compounds, 0.84% hits | AID 720700 | inhibition, % at 12.2 µM; in the data active = inhibition above about 9.5%
# DAX1 inh-1 = DAX1 (NR0B1) inhibition, primary screen; HEK293T StAR-luciferase reporter, SF-1/DAX-1 repression relief; inhibition, % at 6.8 µM; 370,000 compounds, 1.1% hits; AID 652010;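 active = inhibition above the mean over all tested compounds plus 3 SD, cut at about 3.6% in these data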;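 also: 0% = DAX-1 cells with DMSO and 100% = cells lacking DAX-1 with DMSO; higher inhibition means more luminescence from relief of DAX-1 repression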
# MBD2 inh = blocks human MBD2 binding to methylated DNA | Q9UBB5 | TR-FRET, MBD2 binding to methylated oligonucleotide | inhibition, % at 4.4 µM | 370,000 compounds, 0.31% hits | AID 686964; in the data active = inhibition above about 13%
# Target sequence (Q9UBB5 whole entry, looked up): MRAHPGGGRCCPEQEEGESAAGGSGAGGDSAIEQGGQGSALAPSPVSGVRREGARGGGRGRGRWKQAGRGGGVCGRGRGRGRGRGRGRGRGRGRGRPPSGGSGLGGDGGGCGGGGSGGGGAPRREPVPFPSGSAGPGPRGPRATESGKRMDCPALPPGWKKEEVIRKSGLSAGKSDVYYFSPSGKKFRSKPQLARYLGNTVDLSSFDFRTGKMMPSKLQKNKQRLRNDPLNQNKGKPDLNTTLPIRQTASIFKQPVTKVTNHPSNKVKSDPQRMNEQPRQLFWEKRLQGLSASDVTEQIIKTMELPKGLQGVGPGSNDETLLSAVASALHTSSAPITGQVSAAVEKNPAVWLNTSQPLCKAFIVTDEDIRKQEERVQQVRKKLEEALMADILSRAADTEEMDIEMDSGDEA
# PLC-beta3 inh = blocks human PLC-beta3 enzyme activity | Purified PLC-beta3, fluorogenic substrate, fluorescence | 370,000 compounds, 0.18% hits | inhibition, % at 12.2 µM; in the data active = inhibition above about 11%;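 also: 0% = median of compound wells on plate and 100% = full blocker control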
# DAX1 inh-2 = inhibitors of human orphan nuclear receptor DAX1 (NR0B1); HEK293 Gal4-DAX1 luciferase reporter, luminescence; AID 504766; 340,000 compounds, 0.99% hits; inhibition, % at 6.75 µM;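 active = inhibition above the mean over all tested compounds plus 3 SD, cut at about 4.2% in these data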;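 also: 0% = DAX1-transfected cells with DMSO and 100% = empty-vector control cells with DMSO; inhibition shows as a rise in luminescence from relieved DAX1 repression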
# Target sequence (P51843 207-470 limits assumed): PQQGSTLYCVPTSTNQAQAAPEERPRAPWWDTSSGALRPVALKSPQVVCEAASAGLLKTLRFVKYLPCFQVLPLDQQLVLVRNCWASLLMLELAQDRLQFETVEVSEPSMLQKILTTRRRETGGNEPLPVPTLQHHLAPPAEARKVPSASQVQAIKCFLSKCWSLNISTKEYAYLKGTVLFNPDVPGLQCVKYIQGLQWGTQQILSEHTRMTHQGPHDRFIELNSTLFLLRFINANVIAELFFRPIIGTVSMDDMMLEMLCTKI
# NR1D1 modulator = Rev-erb alpha (human) modulation; AID 1259318; P20393; 370,000 compounds, 0.79% hits; activity, % at 10 µM; Rev-erbα–FITC-DNA binding, fluorescence polarization, 90 min;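 active = activity above about 14%, limit read from the data; passing the limit was not always enough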;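 also: 0% = DMSO wells with 35 nM protein and 100% = DMSO wells with 750 nM protein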
# hcDAF12 agonist = activators of H. contortus DAF-12 nuclear receptor; HEK293 hcDAF-12 lit1-tk-luc reporter, luminescence; 0% DMSO, 100% Δ7-dafachronic acid; activation, % at 6.8 µM; 370,000 compounds, 1.4% hits; AID 652067;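 active = activation above the mean of all tested compounds plus 3 SD, cut at about 5.5% in these data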;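 also: 100% = response to 3 µM Δ7-dafachronic acid high control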
# hgDAF-12 ag = agonists of H. glycines DAF-12 nuclear receptor; 370,000 compounds, 1.8% hits; activation, % at 6.8 µM; AID 687014; HEK293 GAL4-hgDAF12 UAS-luciferase reporter, agonist luminescence; normalized to butyrate control;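 active = activation above a cutoff set at the mean of all screened compounds plus 3 SD, cut at about 10% in these data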;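 also: 0% = DMSO wells and 100% = sodium butyrate wells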
# ssDAF-12 act = activates DAF-12 receptor from parasite S. stercoralis | AID 652126 | 370,000 compounds, 1% hits | activation, % at 6.8 µM | HEK293 ssDAF-12/GRIP1 lit1-tk-luc reporter, luminescence; % of 3 µM dafachronic acid response;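 active = activation above the mean over all tested compounds plus 3 SD, cut at about 0.9% in these data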;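 also: 0% = DMSO-only wells and 100% = 3 µM delta7-dafachronic acid wells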
# SMARCA2 act = increases SMARCA2 function in MMTV reporter cells | MG213 cells, MMTV-luciferase reporter, dexamethasone, overnight | activation, % at 9.1 µM | 370,000 compounds, 1% hits | AID 652017; in the data active = activation above about 7.8%;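 also: 0% = vehicle wells and 100% = reference activator wells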
# * = called active by the depositor; i = inactive; · = not tested or not shown.
SMILES,ADAM17 inh,PLC-gamma1 inh,DAX1 inh-1,MBD2 inh,PLC-beta3 inh,DAX1 inh-2,NR1D1 modulator,hcDAF12 agonist,hgDAF-12 ag,ssDAF-12 act,SMARCA2 act
NC(=O)N/N=C/c1ccc(OCc2cccc(Cl)c2)cc1,-4,0,-0.5,4,-10,-0.5,-3,-0.2,4.3,-0.3,0
NC(=O)C(=O)N/N=C1\CCc2ccccc21,-5,1,0.8,0,-5,1.1,-2,6.0*,3.6,0.0,5
Cc1occc1C(=O)N1CCN(c2ccc([N+](=O)[O-])cc2)CC1,-4,-1,-3.6,-4,-8,-0.3,2,-1.9,-1.9,-1.0,-2
O=C(NCc1ccccc1Cl)c1ccc(S(=O)(=O)NCc2ccco2)cc1,-1,1,0.6,1,-5,-0.7,-1,0.0,1.2,-1.1,-2
COc1ccc(C(=O)Nc2cccc3c2CCCC3)c(OC)c1,-4,2,-0.1,3,-5,·,-1,-2.0,0.1,-1.9,-1
CN(CC(=O)Nc1ccc(F)c(F)c1F)C(=O)C1CCCC1,-2,-3,-0.8,1,-4,1.3,-1,0.8,0.5,-0.8,2
Cc1ccccc1OCC(=O)NC(=S)Nc1ccccc1N1CCN(S(C)(=O)=O)CC1,-3,4,1.4,8,-5,-0.3,-1,0.0,3.5,-1.0,-3
CCOc1ccc(/C=N/NC(=O)c2c(-c3ccccc3)noc2C)cc1,-3,-1,-0.1,3,-4,1.9,1,4.8,-9.6,-0.9,0
Cc1c(OCc2ccc([N+](=O)[O-])cc2)ccc2c3c(c(=O)oc12)CCC3,-3,-10,1.5,-1,-8,-0.8,0,0.6,5.1,0.1,2
O=C(CCS(=O)(=O)c1ccccc1)Nc1ccc(-c2nc3ccccc3s2)cc1,-27,-19,6.1*,3,-29,-1.7,4,9.2*,18*,1.2*,1
O=C(Oc1ccc(Oc2ccccc2)cc1)N1CCC(O)CC1,1,-1,-0.3,2,-3,1.8,-3,3.4,0.4,-0.7,3
CCCCCNCc1ccc(Br)cc1,-4,1,-0.2,1,2,-0.7,-3,-2.6,2.2,-2.0,1
Cc1ccccc1CN1C[C@@H]2C[C@@H](c3cn[nH]c3-c3ccc(F)cc3)N3CCC[C@@]23C1=O,1,2,0.0,-2,-1,-0.3,-5,-1.3,-1.7,-1.0,-4
CN(C(=O)C1CC1)c1ccccc1,-2,0,-1.1,1,-2,2.2,1,0.5,0.2,-0.8,-4
Cc1cc(NC(=O)c2ccc(F)cc2)n(CCOC(=O)c2ccc(F)cc2)n1,-1,6,-1.2,7,-36,-1.6,-5,-0.3,-3.5,-0.9,-4

# Look-ups from above.
# Result of `Cc1ccccc1OCC(=O)NC(=S)Nc1ccccc1N1CCN(S(C)(=O)=O)CC1` under hcDAF12 agonist: 0.0
# Result of `O=C(NCc1ccccc1Cl)c1ccc(S(=O)(=O)NCc2ccco2)cc1` under PLC-gamma1 inh: 1
# Result of `Cc1occc1C(=O)N1CCN(c2ccc([N+](=O)[O-])cc2)CC1` under DAX1 inh-2: -0.3

# Full records as entered above:
# Cc1c(OCc2ccc([N+](=O)[O-])cc2)ccc2c3c(c(=O)oc12)CCC3 is listed with ADAM17 inh = -3; PLC-gamma1 inh = -10; DAX1 inh-1 = 1.5; MBD2 inh = -1; PLC-beta3 inh = -8; DAX1 inh-2 = -0.8; NR1D1 modulator = 0; hcDAF12 agonist = 0.6; hgDAF-12 ag = 5.1; ssDAF-12 act = 0.1; SMARCA2 act = 2
# CCCCCNCc1ccc(Br)cc1 is listed with ADAM17 inh = -4; PLC-gamma1 inh = 1; DAX1 inh-1 = -0.2; MBD2 inh = 1; PLC-beta3 inh = 2; DAX1 inh-2 = -0.7; NR1D1 modulator = -3; hcDAF12 agonist = -2.6; hgDAF-12 ag = 2.2; ssDAF-12 act = -2.0; SMARCA2 act = 1

# New compounds follow.
SMILES,ADAM17 inh,PLC-gamma1 inh,DAX1 inh-1,MBD2 inh,PLC-beta3 inh,DAX1 inh-2,NR1D1 modulator,hcDAF12 agonist,hgDAF-12 ag,ssDAF-12 act,SMARCA2 act
Cc1onc(-c2c(F)cccc2Cl)c1C(=O)N=C(N)N1CC(C)OC(C)C1 (stereo not given),-2,1,-0.5,3,-3,-0.4,-1,-0.6,-0.4,-1.4,-2
CC(=O)Nc1cccc(-c2csc(Nc3ccc(Cl)cn3)n2)c1,2,-7,3.8*,0,-10,5.9*,4,2.3,13*,-0.3,3
FC(F)(F)c1ccc(Cl)c(N/N=C/c2ccc(N3CCOCC3)s2)c1,7,-15,0.1,-7,-13,-0.8,-7,0.1,3.2,-0.7,-2
N#Cc1ccc(S(=O)(=O)NCCc2ccncc2)cc1,-5,-4,0.3,5,-5,1.2,1,-1.1,-1.3,-1.2,2
COc1cc(NC(=O)CN2C(=O)COc3ccccc32)cc(OC)c1,2,4,-0.7,-3,-2,-0.3,0,-2.2,-2.4,-1.2,-1
CC1=CC(=O)C2=C(C)CCC3C(C)C(=O)OC3C12 (stereo not given),-2,5,1.4,2,4,·,1,-0.8,-3.9,-0.9,3
COc1ccc(C(C#N)=Cc2cc(OC)c(OC)c(OC)c2)cc1,-2,-14,-3.5,-1,-18,·,6,0.6,-2.7,-1.5,0
O=C(CN1C(=O)NC2(CCCC2)C1=O)OCc1cccc(Br)c1,2,0,-0.6,-4,-4,-0.2,-2,0.9,2.4,-0.2,-1
CCOC(=O)c1ccc(N2C(=O)CC(Nc3ccc(CCO)cc3)C2=O)cc1 (stereo not given),5,1,0.8,1,-2,-1.1,-4,-0.1,-2.4,-1.1,-4
C=C(C)Cn1c(C(C)NC(=O)CCC)nc2ccccc21 (stereo not given),-10,-3,-0.1,-2,2,1.3,-4,-1.4,0.5,-1.0,1
Cc1cc(=O)[nH]c2ccc(S(=O)(=O)Nc3ccccc3)cc12,0,3,0.1,1,-2,4.2*,12,1.0,-0.1,-0.2,5
CC(C)C(=O)Nc1ccc(C(=O)N/N=C/c2cc(Br)cc(Br)c2O)cc1,-10,-2,0.2,6,-2,-0.5,5,-2.4,-1.7,-0.8,11*
FC(F)Oc1ccc(NC(=S)NCc2cccnc2)cc1,0,3,-0.5,4,3,-0.3,-4,1.1,1.9,-1.7,-6
CCN1CCN(c2nc(-c3ccccc3)c3ccccc3n2)CC1,-202,-405,0.2,-2,i,-1.2,-3,-1.1,-0.9,-0.7,0
O=C(NCc1ccc2c(c1)OCO2)Nc1cccc(Cl)c1,4,3,0.1,1,0,1.3,4,0.2,4.6,-0.8,6
Cc1cc(C(=O)COC(=O)c2csc3c2CCCC3)c(C)n1C,-2,1,0.9,-7,3,0.8,0,1.5,0.4,-0.7,3
CC(C)NC(=O)CSc1nnc(C2CC2)n1-c1ccccc1,-3,5,0.2,4,0,0.7,0,-1.2,0.3,-1.2,-1
COc1ccc(C(C(=O)NC2CCCCC2)N(C(=O)c2sc(C)nc2C)c2ccccc2)cc1 (stereo not given),0,1,1.0,1,1,0.3,-6,0.7,-2.9,-0.8,0
O=C(CCNC(=O)c1ccccc1Cl)NCC(c1ccc(F)cc1)N1CCOCC1 (stereo not given),-3,2,0.9,1,2,0.3,0,-0.1,0.9,-0.5,1
Cc1ccc(-c2cc(C(F)F)nc(NCc3cccs3)n2)cc1,-8,-7,-0.6,1,-2,-0.1,-3,-2.8,1.3,-1.4,-1
CC(C)C(=O)Nc1ccc(NC(=S)NC(=O)c2ccccc2F)cc1,-4,-1,0.2,-3,-5,0.1,-2,0.3,1.6,-1.1,3
O=S(=O)(NCC(Nc1ccccc1)c1ccccc1)c1ccc(Cl)cc1 (stereo not given),9.0*,3,-0.6,1,3,-2.4,0,-0.9,-2.4,-1.9,-4
Cc1ccc2c(n1)CC(C)(C)CC2=O,-2,2,0.0,3,3,0.9,-3,0.7,-1.4,-0.1,1
C[C@H](N)c1nnc(SCC(=O)c2ccc(Cl)cc2)o1,-2,2,-0.5,0,3,-0.2,-4,0.5,0.1,-0.8,0
COc1ccc(S(=O)(=O)CCC(=O)N2CCN(c3ccccc3F)CC2)cc1,-5,-2,-0.6,0,-3,-0.1,1,-1.0,-2.7,-1.5,-2
NC(=O)N/N=C/c1cc(Br)ccc1OC(=O)c1ccccc1,-9,-37,-1.0,7,-51,-0.4,1,-2.5,-0.6,-1.5,0
COc1ccc(CCC(=O)Nc2ccc(-c3noc(-c4ccc(OC)c(OC)c4)n3)cc2)cc1,2,1,-0.1,-7,3,0.8,-3,-2.2,3.8,-1.2,0
CNCC(=O)O,-2,-1,-0.3,-3,1,1.6,3,0.6,0.4,-0.9,-3
CCc1ccc(OC(C)c2nnc(SCC(=O)Nc3ncccc3C)n2C)cc1 (stereo not given),-2,1,-0.7,3,-3,-0.8,0,-2.9,-2.8,-1.6,-3
Cc1nn(Cc2ccccc2)c(C)c1NC(=O)c1cc2nc(-c3ccco3)cc(C(F)(F)F)n2n1,-31,-106,-0.8,6,-133,-1.3,-1,-3.1,-1.9,-1.6,-4
O=C(Cn1nnc(-c2cccc(C(F)(F)F)c2)n1)N1CCCCCC1,3,1,0.0,2,9,-0.9,2,-1.0,-1.6,-1.0,1
CCC(c1nnnn1C1CCCC1)N(Cc1cccs1)Cc1cc2cccc(C)c2[nH]c1=O (stereo not given),1,0,0.5,-6,-6,-0.1,8,-0.8,0.6,-0.5,-3
Cc1ccccc1CNC(=O)c1ccc2nc([C@@H]3O[C@H](CO)[C@H](O)[C@H](O)[C@H]3O)[nH]c2c1,-4,7,-0.5,7,-9,·,3,-0.7,1.7,-1.3,3
CCCCOc1ccc(C(=O)NC2CCCCN(Cc3cccc(Cl)c3)C2=O)cc1 (stereo not given),4,0,-3.2,-4,3,·,10,-3.4,-3.0,-1.9,-5
COc1ccc(/C=N/n2c(SC)nnc2-c2ccccc2)c(OC)c1OC,1,-2,-1.9,-3,-6,-3.6,-3,-4.0,-4.1,-1.8,-2
COc1cc2c(cc1OC)CN(C(=O)c1ccc3nc[nH]c3c1)CC2,-1,-6,-0.4,0,-3,-2.4,-3,-0.1,2.2,-1.8,0
CC(C)C#Cc1ccc2c(c1)O[C@@H](CN(C)C(=O)c1cnccn1)[C@@H](C)CN([C@@H](C)CO)S2(=O)=O,4,4,0.5,5,5,-0.5,-16,-0.9,-2.5,-1.8,-2
CC(C)=CCC/C(C)=C/Cc1c(O)ccc(C(=O)/C=C/c2ccc(O)cc2)c1O,5,0,-0.4,1,-4,0.6,-3,-1.9,0.2,-1.5,0
NC(=O)c1cc(NC(=O)c2cc(Br)c(Br)s2)cc(C(N)=O)c1,-10,-5,-0.3,-1,-13,0.4,-4,-1.1,2.4,-2.1,5

# SMARCA2 act, what is marked active above
SMILES	ADAM17 inh	PLC-gamma1 inh	DAX1 inh-1	MBD2 inh	PLC-beta3 inh	DAX1 inh-2	NR1D1 modulator	hcDAF12 agonist	ssDAF-12 act	SMARCA2 act
CC(C)C(=O)Nc1ccc(C(=O)N/N=C/c2cc(Br)cc(Br)c2O)cc1	-10	-2	0.2	6	-2	-0.5	5	-2.4	-0.8	11*
